MEP2-GFP yeast: modulators of TOR pathway MEP2-GFP in S. cerevisiae. S. cerevisiae MEP2-GFP strain, flow cytometry GFP, 3 h; 100% = DMSO control level. GFP response vs DMSO, % at 10 µM. 330,000 tested, 0.51% active. AID 2016;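 active = GFP response versus DMSO above a set limit, roughly screen mean plus 3 SD, cut at about 180% in these data; inconclusive = fewer than 70 cells counted for a yeast strain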;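 note: median GFP fluorescence of the barcode-gated MEP2-GFP cells per well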
GRK2 aptamer HTS: inhibitors of human GRK2 displacing RNA aptamer; inhibition of aptamer binding, % at 10 µM; 330,000 tested, 0.59% active; bead flow cytometry, FAM-aptamer displacement from GRK2; AID 488847; P25098;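 active = inhibition of aptamer binding above 40%, roughly 3 SD of noise, on plates passing a quality check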;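 note: median bead fluorescence of bound FAM aptamer so fluorescent compounds give negative values; no value below 0 was filed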
Target sequence (P25098 whole entry, looked up): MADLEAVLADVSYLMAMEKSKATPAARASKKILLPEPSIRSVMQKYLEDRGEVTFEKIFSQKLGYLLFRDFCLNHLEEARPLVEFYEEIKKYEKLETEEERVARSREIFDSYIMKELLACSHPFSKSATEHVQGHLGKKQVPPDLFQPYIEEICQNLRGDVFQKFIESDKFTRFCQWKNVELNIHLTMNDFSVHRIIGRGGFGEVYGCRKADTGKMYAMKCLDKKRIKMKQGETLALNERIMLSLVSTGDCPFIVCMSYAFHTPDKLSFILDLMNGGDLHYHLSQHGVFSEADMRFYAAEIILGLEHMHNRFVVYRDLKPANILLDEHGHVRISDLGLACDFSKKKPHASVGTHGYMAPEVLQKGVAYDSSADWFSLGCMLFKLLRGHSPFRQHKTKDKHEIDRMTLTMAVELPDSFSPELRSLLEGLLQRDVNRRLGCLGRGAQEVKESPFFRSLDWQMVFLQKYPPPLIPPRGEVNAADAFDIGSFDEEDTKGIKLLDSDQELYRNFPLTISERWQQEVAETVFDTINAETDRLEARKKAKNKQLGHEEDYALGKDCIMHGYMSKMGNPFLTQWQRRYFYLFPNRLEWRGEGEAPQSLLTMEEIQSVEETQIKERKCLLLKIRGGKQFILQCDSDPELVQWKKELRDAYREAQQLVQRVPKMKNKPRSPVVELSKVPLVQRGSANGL
RPL19A-GFP yeast: modulators of TOR pathway RPL19A-GFP in S. cerevisiae; 330,000 tested, 0.3% active; percent response vs DMSO, % at 10 µM; S. cerevisiae RPL19A-GFP strain, flow cytometry, 3 h; active compounds read low;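 active = percent response vs DMSO below 50%; inconclusive = fewer than 70 events counted for the yeast strain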;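 note: median channel GFP fluorescence of the barcoded RPL19A-GFP strain; ratio of sample median GFP to plate DMSO average so 100% = DMSO; lower means less RPL19A-GFP as with rapamycin TOR inhibition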
CIT2 TOR yeast: yeast TOR pathway CIT2-GFP modulation | S. cerevisiae CIT2-GFP strain, flow cytometry, 3 h; 100 means same as DMSO wells | GFP response vs DMSO, % at 10 µM | 320,000 tested, 0.065% active | AID 2029;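 active = GFP response relative to DMSO above a set limit, near the screen mean plus 3 SD, cut at about 150% in these data; inconclusive = Fewer than 70 cells measured for a yeast strain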;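 note: ratio of well median GFP fluorescence to mean of DMSO wells on the plate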
LAP4-GFP MLPCN: yeast TOR pathway LAP4-GFP modulation; 320,000 tested, 0.34% active; GFP response vs DMSO, % at 10 µM; S. cerevisiae LAP4-GFP multiplex, flow cytometry GFP, 3 h; median GFP as percent of DMSO wells;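 active = GFP response vs DMSO above a set limit, about the screen mean plus 3 SD, cut at about 150% in these data; inconclusive = under 70 cell events counted for the yeast strain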
AGP1-GFP MLPCN: modulators of TOR pathway AGP1-GFP in S. cerevisiae; S. cerevisiae AGP1-GFP multiplex flow cytometry, 3 h; GFP as percent of DMSO wells; GFP response vs DMSO, % at 10 µM; 320,000 tested, 0.02% active; AID 2066;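 active = GFP response relative to DMSO above a set limit, near screen average plus 3 SD, cut at about 150% in these data; inconclusive = fewer than 70 cells counted for the yeast strain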;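 note: median GFP channel fluorescence of the gated AGP1 strain per well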
VLA-4 inh: inhibition in a human VLA-4 binding assay. inhibition, % (about 7 µM as worked out from the volumes in the protocol). VLA-4 expressing cells, ligand binding flow cytometry. 330,000 tested, 0.2% active; in the data active = inhibition above about 50%
CR mimetic SO: caloric restriction mimetics inhibiting age-related superoxide in yeast; 330,000 tested, 0.18% active; S. cerevisiae aged cells, superoxide DHE fluorescence; active compounds read low; superoxide response (% of plate mean), % at 10 µM;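 active = superoxide response under a set limit, about three screen SD below normal, cut at about 65% in these data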;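 note: yeast aged for seven days with compound at 30 °C before DHE staining; 100% = average MFI of all compound-treated wells on the plate with controls excluded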
* hit, by the source's call; u = inconclusive; x = not tested or not shown; [ ] = another dose, or the depositor's remark.

SMILES	MEP2-GFP yeast	GRK2 aptamer HTS	RPL19A-GFP yeast	CIT2 TOR yeast	LAP4-GFP MLPCN	AGP1-GFP MLPCN	VLA-4 inh	CR mimetic SO
O=C(COC(=O)C1CC(O)CN1C(=O)Oc1ccccc1)c1ccc(Br)cc1 (stereo unspecified)	109	0	107	104	101	104	1	100
COC(=O)[C@H](Cc1ccccc1)NC(=O)[C@@H](N)CC(=O)OCc1ccccc1	95	2	94	96	91	99	22	65*
OCCN1CCN(CCOc2cccc(Cl)c2)CC1	99	0	97	99	101	96	16	106
CCN(CC)CCCNc1ccc(-c2nnc(-c3ccc(OCC(C)C)cc3)o2)cn1	112	0	99	95	120	102	29	100
CCOC(=O)Cn1c(=O)c2c(nc(Br)n2Cc2ccccc2Cl)n(C)c1=O	94	0	96	82	101	96	5	103
Cc1ccn2cc(-c3cccc(NS(C)(=O)=O)c3)nc2c1	97	1	97	104	98	102	10	110
C(=N\n1cnnc1)/c1ccccn1	112	2	123	x	135	123	5	117
CCOC(=O)CSc1nc2cc(C(=O)NCc3ccco3)ccc2c(=O)n1C1CCCCC1	110	0	108	108	113	110	25	109
CCOCCCNc1ccc(N2C(=O)CCCC2=O)cc1[N+](=O)[O-]	105	2	105	107	96	103	20	107
O=C(c1cc(-c2ccccc2)nc2ccccc12)N1N=C(C(F)F)CC1(O)C(F)F (stereo unspecified)	102	1	100	102	110	101	5	120
CCC(CC)C(=O)Nc1ccc([N+](=O)[O-])cn1	104	0	100	96	95	102	-2	102
CCC(=NCc1ccco1)c1c(C(F)(F)F)[nH]n(-c2nc3ccccc3s2)c1=O	104	4	105	105	101	106	1	105
COc1cc(Cl)cc(C(=O)O)c1OCC(=O)O	103	0	101	91	97	95	12	118
CO/N=C\CC(=O)Nc1ccc(Cl)cc1Cl	115	0	102	103	108	98	-4	94
COc1cc(C2C(C(=O)c3cc4ccccc4o3)=C(O)C(=O)N2c2cc(C)on2)cc(OC)c1OC (stereo unspecified)	97	9	97	102	97	97	-2	108
CCN(CC)S(=O)(=O)c1ccc(NC(=O)c2nc3nc(C)cc(C)n3n2)cc1	92	3	96	74	90	102	3	112
NC(=O)c1cnn(C2CCS(=O)(=O)C2)c1 (stereo unspecified)	104	0	99	102	95	98	-14	103
O=C1NC2(NN1c1ccccc1)C1CC3CC(C1)CC2C3 (stereo unspecified)	96	1	94	97	87	94	8	94
COc1ccc(CC(=S)N2CCOCC2)cc1F	103	0	102	103	101	100	-5	103
Nc1nn(-c2ccccc2)nc1C(=O)OCc1ccccc1F	99	0	92	87	110	99	0	115
CSc1nc2c(c(=O)n1C)SC(C)C2 (stereo unspecified)	104	0	93	98	98	92	15	103
COc1ccc(C2C(C(=O)Nc3cc(OC)c(OC)c(OC)c3)c3ccccc3C(=O)N2C)cc1 (stereo unspecified)	97	3	93	101	105	113	15	112
O=S(=O)(c1ccc(Br)s1)N1CCN(c2ccc(F)cc2)CC1	101	2	97	81	106	95	-5	92
COCCn1c(C)cc(C(=O)CN2c3cccc4cccc(c34)S2(=O)=O)c1C	105	28	97	89	106	94	6	131
Cn1c(CNC(=O)c2ccc(Cl)cc2)nnc1SCC(=O)N1CCOCC1	96[may fluoresce green]	4	92[may fluoresce green]	91[may fluoresce green]	95[may fluoresce green]	96[may fluoresce green]	-7	93
O=C1CCC([N+](=O)[O-])C(C2CC=CCC2)N1 (stereo unspecified)	98	2	101	95	99	103	-1	98
COc1ccc(CCC(C)N(C)Cc2ccccc2)cc1 (stereo unspecified)	105	37	101	98	100	100	2	96
COC(=O)N/N=C\c1c(C)[nH]n(-c2ccccc2)c1=O	99	1	98	105	98	103	-1	102
Cc1nc2cc(OCc3cc(C(=O)NC(C)c4cnn(C)c4)no3)ccc2s1 (stereo unspecified)	91	1	98	97	92	97	-2	99
COc1ccc(OCc2nn3c(-c4ccco4)nnc3s2)cc1	98	4	103	97	107	x	-7	98
Cc1nn(C)c2nc(-c3cccs3)cc(C(F)(F)F)c12	93	4	99	107	102	104	0	96
O=C(CSc1nncn1-c1ccccn1)Nc1cccc(Cl)c1	107	0	104	95	100	92	-10	97
Cc1cc(Oc2ccc(-c3ccccc3)cc2)nc(N2CCOCC2)n1	97	0	91	88	96	x	-5	84
CCOC(=O)C1=C(CC)Nc2ccccc2N=C1NC(=O)CCN1C(=O)C2CCCCC2C1=O (stereo unspecified)	90	2	103	98	95	93	11	96
CCOC(=O)c1cnc2ccc(OC)cc2c1Nc1ccc(N2CCN(C)CC2)cc1	110	0	100	94	91	97	15	99
NS(=O)(=O)c1cccc(NC(=O)COC(=O)Cn2cc(C(F)(F)F)ccc2=O)c1	94	2	96	84	96	95	17	114

Exported bar-delimited: part of the list above.
Structure | MEP2-GFP yeast | GRK2 aptamer HTS | RPL19A-GFP yeast | CIT2 TOR yeast | LAP4-GFP MLPCN | AGP1-GFP MLPCN | VLA-4 inh | CR mimetic SO
Nc1nn(-c2ccccc2)nc1C(=O)OCc1ccccc1F | 99 | 0 | 92 | 87 | 110 | 99 | 0 | 115
CSc1nc2c(c(=O)n1C)SC(C)C2 (stereo unspecified) | 104 | 0 | 93 | 98 | 98 | 92 | 15 | 103
COc1ccc(C2C(C(=O)Nc3cc(OC)c(OC)c(OC)c3)c3ccccc3C(=O)N2C)cc1 (stereo unspecified) | 97 | 3 | 93 | 101 | 105 | 113 | 15 | 112
O=S(=O)(c1ccc(Br)s1)N1CCN(c2ccc(F)cc2)CC1 | 101 | 2 | 97 | 81 | 106 | 95 | -5 | 92
COCCn1c(C)cc(C(=O)CN2c3cccc4cccc(c34)S2(=O)=O)c1C | 105 | 28 | 97 | 89 | 106 | 94 | 6 | 131
Cn1c(CNC(=O)c2ccc(Cl)cc2)nnc1SCC(=O)N1CCOCC1 | 96[may fluoresce green] | 4 | 92[may fluoresce green] | 91[may fluoresce green] | 95[may fluoresce green] | 96[may fluoresce green] | -7 | 93
O=C1CCC([N+](=O)[O-])C(C2CC=CCC2)N1 (stereo unspecified) | 98 | 2 | 101 | 95 | 99 | 103 | -1 | 98
COc1ccc(CCC(C)N(C)Cc2ccccc2)cc1 (stereo unspecified) | 105 | 37 | 101 | 98 | 100 | 100 | 2 | 96
COC(=O)N/N=C\c1c(C)[nH]n(-c2ccccc2)c1=O | 99 | 1 | 98 | 105 | 98 | 103 | -1 | 102
Cc1nc2cc(OCc3cc(C(=O)NC(C)c4cnn(C)c4)no3)ccc2s1 (stereo unspecified) | 91 | 1 | 98 | 97 | 92 | 97 | -2 | 99
COc1ccc(OCc2nn3c(-c4ccco4)nnc3s2)cc1 | 98 | 4 | 103 | 97 | 107 | x | -7 | 98
Cc1nn(C)c2nc(-c3cccs3)cc(C(F)(F)F)c12 | 93 | 4 | 99 | 107 | 102 | 104 | 0 | 96
O=C(CSc1nncn1-c1ccccn1)Nc1cccc(Cl)c1 | 107 | 0 | 104 | 95 | 100 | 92 | -10 | 97
Cc1cc(Oc2ccc(-c3ccccc3)cc2)nc(N2CCOCC2)n1 | 97 | 0 | 91 | 88 | 96 | x | -5 | 84

Following part:
SMILES	MEP2-GFP yeast	GRK2 aptamer HTS	RPL19A-GFP yeast	CIT2 TOR yeast	LAP4-GFP MLPCN	AGP1-GFP MLPCN	VLA-4 inh	CR mimetic SO
COc1ccccc1NC(=O)c1ccc(-c2nn(C)c(=O)c3ccccc23)cc1	95	2	95	96	116	99	2	94
O=C(Nc1cccc(C(F)(F)F)c1)c1cc(-c2ccc(F)cc2)on1	100	0	97	98	101	x	19	107
O=C(NCc1ccccc1)c1ccc(NC2=NC3CS(=O)(=O)CC3S2)cc1 (stereo unspecified)	101	7	97	97	104	109	14	88
O=C(CCC1CCCCC1)NCCN1C2=NC[C@H](Cc3ccccc3)N2C[C@H]1Cc1ccc(O)cc1	106	0	104	103	98	104	4	108
COc1ccccc1NS(=O)(=O)c1cccc(NC(=O)C2CC2)c1	89	3	94	94	89	97	12	152
O=c1[nH]c(CN2CCOCC2)nc2cc(Cl)ccc12	101	0	89	93	93	95	4	106
CCC1(C)Cc2ccccc2-c2nc3n(c(=O)c21)CC(C(=O)O)S3 (stereo unspecified)	109	2	105	98	96	109	15	99
CC(C)OCCCNC(=O)c1cc2c(=O)n(C)c3ccccc3c2n1C	111	0	96	104	100	110	-7	96
CN(CC(=O)Nc1ccc(F)cc1)CC(=O)N1CCCCCC1	96	0	93	88	86	93	0	89
COc1ccc(S(=O)(=O)N2CCOC2CNC(=O)C(=O)NCCc2ccccc2)cc1OC (stereo unspecified)	98	3	103	97	101	103	0	98
Cc1ccc(NS(=O)(=O)c2cc(C(=O)NCc3ccccn3)ccc2Cl)cc1C	101	0	96	102	96	102	8	96
C#CCOCCOCCOCCNc1nc(N2CCN(C(=O)[C@H](CCCCN)n3cc(CN)nn3)CC2)nc(N2CCN(C(=O)[C@H](CCC(=O)O)n3cc([C@@H](N)CCSC)nn3)CC2)n1	97	0	95	94	96	95	29	103
CN(C(=O)Cn1nc(C(=O)O)c2ccccc2c1=O)c1ccccc1	102	0	97	106	92	99	22	83
O=C1/C(=C/c2cccs2)SC(=S)N1N1CCOCC1	97	x	97	90	102	100	1	101
CCN(C(=S)NCCOC)c1cccc2ccccc12	103	0	97	95	100	92	0	113
Cn1c(SCC(=O)NCc2ccco2)nc2ccccc2c1=O	92	0	99	106	93	101	7	100
COc1ccc(/C=N/NC(=O)c2cc(Br)ccc2O)cc1Cn1cc(Cl)cn1	100	0	102	102	97	103	2	106
COc1ccc(N(C(=O)c2ccc(C)cc2)S(=O)(=O)c2cccs2)cc1	107	39	99	93	88	96	8	107
CCOc1ccc(CN2C(=O)c3ccccc3C2=O)cc1C(=O)Nc1nnc(SCC)s1	104	0	105	109	97	106	-6	114
Cc1ccc(S(=O)(=O)NCC(=O)N2CCOCC2)cc1	106	1	108	110	101	108	-1	107
CCn1cc(C(=O)N2CCN(c3ccc(OC)cc3)CC2)c(=O)c2cc(S(=O)(=O)N3CCCCC3)ccc21	98	3	100	108	95	103	-1	84
c1ccc(N2CCN(c3ccccc3)C2c2cccs2)cc1	122	2	79	u	102	18[may fluoresce violet]	0	95
Cc1ccc(C(=O)CCS(=O)(=O)c2ccc(Br)cc2)cc1	106[may fluoresce green]	0	93[may fluoresce green]	159*[may fluoresce green]	104[may fluoresce green]	119[may fluoresce green]	1	114
CCCCCCSc1nnc(-c2cnn(-c3ccccc3)c2-n2cccc2)n1C	103	1	99	x	98	96	-3	91
Cc1ccc(C)c(S(=O)(=O)N2CCN(Cc3ccc(O)c4ncccc34)CC2)c1	99	1	99	88	98	89	12	88
CCOC(=O)C1=NN(C(=O)COc2ccccc2)C(O)(c2ccc(Cl)cc2)C1 (stereo unspecified)	77	1	83	86	86	67	0	102
CC1CCN(S(=O)C23CC4CC(CC(C4)C2)C3)CC1 (stereo unspecified)	99	0	97	97	100	105	17	101
O=C1CCCCN1CCCC(=O)N1CCCC(Nc2ccccc2)C1 (stereo unspecified)	99	0	107	101	77	93	-2	97
CC(NC(=O)CSc1nc2ccc(N)cc2s1)c1ccccc1 (stereo unspecified)	99	2	103	96	86	102	2	111

Source: PubChem BioAssay
